# Screening results from PubChem BioAssay.
# DAX1 inh-1 – blocks DAX1 repression of SF-1 activated StAR promoter | HEK293T StAR-luciferase reporter, SF-1/DAX-1 repression relief | inhibition, % at 6.8 µM | 1.1% of 370,000 active | AID 652010;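 active = inhibition above the mean over all tested compounds plus 3 SD, cut at about 3.6% in these data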;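 also: 0% = DAX-1 cells with DMSO and 100% = cells lacking DAX-1 with DMSO; higher inhibition means more luminescence from relief of DAX-1 repression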
# FXN GAA850 act – frataxin GAA850 promoter activation; HEK293 lucGAA850 FXN promoter luciferase reporter, 24 h; percent of 10 µM SAHA response; 0.56% of 360,000 active; activation, % at 6 µM; AID 540364;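 active = activation above the average of all compounds screened plus 3 SD, cutoff fixed separately per campaign, cut at about 7.5% in these data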;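 also: 0% = DMSO wells and 100% = 10 µM SAHA wells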
# DAX1 inh-2 – NR0B1 (DAX1) inhibition; inhibition, % at 6.75 µM; P51843; AID 504766; HEK293 Gal4-DAX1 luciferase reporter, luminescence; 0.99% of 340,000 active;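 active = inhibition above the mean over all tested compounds plus 3 SD, cut at about 4.2% in these data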;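 also: 0% = DAX1-transfected cells with DMSO and 100% = empty-vector control cells with DMSO; inhibition shows as a rise in luminescence from relieved DAX1 repression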
# NPR2 activator – GC-B (human) receptor activation. AID 1920062. 0.11% of 370,000 active. HEK293-GC-B cells, CNP EC30, cGMP TR-FRET; 0% at EC30 CNP, 100% saturating CNP. activation, % at 10 µM;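 active = activation at 10 µM reaching about 35% in either raw or pattern-adjusted values, limit read from the data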
# Target sequence (P20594 whole entry, looked up): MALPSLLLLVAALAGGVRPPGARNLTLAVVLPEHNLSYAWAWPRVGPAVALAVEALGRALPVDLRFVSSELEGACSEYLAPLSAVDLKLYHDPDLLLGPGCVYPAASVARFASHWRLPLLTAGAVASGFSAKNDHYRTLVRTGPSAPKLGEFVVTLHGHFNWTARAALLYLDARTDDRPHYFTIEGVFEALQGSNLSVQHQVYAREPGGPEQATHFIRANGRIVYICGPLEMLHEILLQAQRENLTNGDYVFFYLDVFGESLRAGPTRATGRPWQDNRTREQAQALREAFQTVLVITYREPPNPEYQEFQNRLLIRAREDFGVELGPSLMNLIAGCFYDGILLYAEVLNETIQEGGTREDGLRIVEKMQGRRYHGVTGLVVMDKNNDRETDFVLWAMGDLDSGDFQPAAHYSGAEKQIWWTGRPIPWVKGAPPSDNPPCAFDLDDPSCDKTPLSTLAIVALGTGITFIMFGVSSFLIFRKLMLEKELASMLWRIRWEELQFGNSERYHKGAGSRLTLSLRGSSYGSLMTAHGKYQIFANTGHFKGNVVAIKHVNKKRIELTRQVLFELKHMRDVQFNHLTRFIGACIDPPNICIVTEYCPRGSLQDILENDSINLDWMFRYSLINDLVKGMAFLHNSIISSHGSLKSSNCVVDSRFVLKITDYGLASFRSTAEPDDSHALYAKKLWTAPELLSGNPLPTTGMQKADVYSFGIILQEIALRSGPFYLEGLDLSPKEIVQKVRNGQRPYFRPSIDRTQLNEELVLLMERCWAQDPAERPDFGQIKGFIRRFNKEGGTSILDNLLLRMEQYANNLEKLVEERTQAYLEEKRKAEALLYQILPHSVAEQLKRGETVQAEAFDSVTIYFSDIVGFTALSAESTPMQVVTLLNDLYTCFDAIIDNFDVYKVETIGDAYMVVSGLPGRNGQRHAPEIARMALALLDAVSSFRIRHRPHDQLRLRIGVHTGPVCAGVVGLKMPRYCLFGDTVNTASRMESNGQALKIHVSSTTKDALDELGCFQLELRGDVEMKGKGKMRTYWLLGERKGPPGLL
# sPLA2-III inh – Inhibits HGIII-sPLA2 liposome hydrolysis, primary screen. Q9NZ20. QFRET BODIPY PC-A2 liposome hydrolysis, fluorescence. inhibition, % at 12.2 µM. 0.56% of 370,000 active;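 active = inhibition above mean plus 3 SD of compounds lying within the high and low control bounds, cut at about 19% in these data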;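 also: 0% = median of test compound wells and 100% = no enzyme DMSO wells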
# ssDAF-12 act – S. stercoralis DAF-12 activation, primary screen. activation, % at 6.8 µM. 1% of 370,000 active. HEK293 ssDAF-12/GRIP1 lit1-tk-luc reporter, luminescence; % of 3 µM dafachronic acid response. AID 652126;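 active = activation above the mean over all tested compounds plus 3 SD, cut at about 0.9% in these data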;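 also: 0% = DMSO-only wells and 100% = 3 µM delta7-dafachronic acid wells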
# proKLK7 act – activators of human kallikrein-7 zymogen | purified proKLK7, EDANS-DABCYL substrate fluorescence; 100% is mature enzyme control, 0% vehicle | 0.9% of 370,000 active | P49862 | activation, % at 7 µM;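 active = activation above the mean of all tested compounds plus 3 SD, computed per campaign excluding outliers beyond control limits, cut at about 13% in these data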
# hcDAF12 agonist – H. contortus DAF-12 activation, primary screen; HEK293 hcDAF-12 lit1-tk-luc reporter, luminescence; 0% DMSO, 100% Δ7-dafachronic acid; activation, % at 6.8 µM; 1.4% of 370,000 active; AID 652067;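 active = activation above the mean of all tested compounds plus 3 SD, cut at about 5.5% in these data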;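 also: 100% = response to 3 µM Δ7-dafachronic acid high control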
# hgDAF12 agonist – agonists of H. glycines DAF-12 nuclear receptor. HEK293 GAL4-hgDAF12 UAS-luciferase reporter, agonist luminescence; normalized to butyrate control. activation, % at 6.8 µM. 1.8% of 370,000 active;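 active = activation above a cutoff set at the mean of all screened compounds plus 3 SD, cut at about 10% in these data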;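 also: 0% = DMSO wells and 100% = sodium butyrate wells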
# GC-A act – GC-A (human) enzyme activation. 0.14% of 370,000 active. activation, % at 10 µM. P16066. HEK293 GC-A cells, cGMP TR-FRET, EC30 ANP; 0% at EC30 ANP, 100% saturating ANP; in the data active = activation above about 40%
# SMARCA2 act – increases SMARCA2 function in MMTV reporter cells. MG213 cells, MMTV-luciferase reporter, dexamethasone, overnight. activation, % at 9.1 µM. 1% of 370,000 active. AID 652017; in the data active = activation above about 7.8%;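 also: 0% = vehicle wells and 100% = reference activator wells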
# An asterisk follows results filed as active; / = not tested or not shown. An unsorted share of the library, and some 6.7% of all compounds hit somewhere here.
SMILES,DAX1 inh-1,FXN GAA850 act,DAX1 inh-2,NPR2 activator,sPLA2-III inh,ssDAF-12 act,proKLK7 act,hcDAF12 agonist,hgDAF12 agonist,GC-A act,SMARCA2 act
O=C1c2cccc3cccc(c23)C(=O)N1CC1CCCO1 (stereo unspecified),1.2,3.5,-0.6,-1,9,-1.2,-0.4,-1.2,-1.8,-1,-1
CCN(CC)C(=O)C1CCCN(Cc2ccc3c(c2)OCO3)C1 (stereo unspecified),-0.2,-1.2,0.5,-7,-2,-1.1,-0.2,-1.0,-0.2,1,1
CCc1nnc(NC(=O)CCN2C(=O)c3ccccc3S2(=O)=O)s1,-0.1,1.4,-0.5,0,6,-1.4,-0.1,-0.7,0.9,-4,2
Cc1cc(NC(=O)Cc2cn3ccsc3n2)n(-c2ccccc2)n1,0.8,-1.0,-0.1,-8,6,-0.9,-0.4,-1.4,-0.9,2,0
CCc1ccccc1N(CC)C(=O)C1CCN(c2ncnc3c2nc2n3CCCCC2)CC1,-0.5,0.5,-0.6,-8,4,-1.0,0.4,-1.2,-1.5,6,-4
CC1(C)C[C@H](O)[C@]2(CO)[C@H](O)C[C@]3(C)C(=CCC4[C@@]5(C)CC[C@H](O)C(C)(C)C5CC[C@]43C)[C@@H]2C1 (stereo partly specified),-0.1,-3.2,0.9,-2,-13,-0.5,0.3,-2.6,-0.6,-4,1
CCc1ccc(C(=O)N/N=C/c2ccncc2)s1,2.9,4.0,-0.5,4,-2,-0.8,-0.6,-0.1,0.7,1,6
CCCCN1C(=O)C(=O)N(CC(=O)Nc2ccccc2C(=O)OCC)C1=O,1.1,1.4,0.2,-7,-1,-1.5,6.4,-0.4,-3.1,0,1
CCCCNC(=O)NC1CCCC1,-0.3,1.3,-0.6,4,8,-0.2,0.1,2.5,-2.6,-1,-3
COc1ccc(C(=O)N/C(=C\c2cn(S(=O)(=O)N(C)C)c3ccccc23)C(=O)N2CCN(C)CC2)cc1OC,-1.3,0.5,0.2,-1,1,-1.8,-0.8,-0.1,-2.1,1,-3
COc1ccc(CC(=O)N/N=C(\C)CC(=O)Nc2ccc(N(C)C)cc2)cc1,-0.3,0.7,0.4,-3,4,-1.4,-0.1,-0.7,0.2,-7,-3
COc1ccc(N(C)C(=O)CCS(=O)(=O)c2cccc3nsnc23)cc1,0.1,3.3,-0.7,-5,0,-0.5,0.2,0.3,1.0,-16,-2
C#CCOCCOCCOCCNc1nc(N2CCN(C(=O)Cn3cc(CCCCN)nn3)CC2)nc(N2CCN(C(=O)[C@H](Cc3ccc(O)cc3)n3cc(CCO)nn3)CC2)n1,0.6,0.3,1.8,7,-3,-0.8,-0.2,-0.7,-2.1,1,1
CCOC(=O)CC[C@H](NC(=O)Cn1cnc(C(=O)Nc2ccc(C)c(C)c2)n1)C(=O)OCC,1.7,-2.3,-0.1,-1,13,0.2,-0.1,4.5,3.8,1,-2
COc1ccc([N+](=O)[O-])cc1NC(=O)CSCc1cc(C)cc(C)c1,-0.6,1.4,-2.5,-5,2,-1.3,0.5,-0.6,-1.9,-7,1
Cc1cccc(Cn2ccc(NC(=O)c3ccc4c(c3)OCO4)n2)c1,-0.2,3.8,-1.1,1,-4,-1.8,-0.6,-0.9,1.4,3,-2
Cc1ccc(CNC(=O)COc2ccc(S(=O)(=O)N3CCOCC3)cc2)cc1,1.3,1.8,-0.8,-2,-3,-0.6,-0.3,0.7,-0.5,3,-2
Cc1ccc2nc(-c3cccnc3SCC(=O)N3c4ccccc4CC3C)[nH]c2c1 (stereo unspecified),1.1,2.1,1.7,0,-11,-1.1,-2.6,1.7,7.3,0,0
COc1ccc(CN2CCN(C(=O)Cn3c(=O)oc4cc(Cl)ccc43)CC2)c(OC)c1OC,-1.1,0.9,-3.3,1,-6,-1.8,-0.1,-2.1,-4.7,-1,-2
CCOc1ccccc1NC(=O)c1ccccc1-c1nc(-c2ccccc2OC)no1,-2.0,-5.5,-1.5,-4,-12,-1.9,-0.2,-1.0,-2.5,-7,1

# 5 entries from above, arranged by SMILES length, highest first.
SMILES,DAX1 inh-1,FXN GAA850 act,DAX1 inh-2,NPR2 activator,sPLA2-III inh,ssDAF-12 act,proKLK7 act,hcDAF12 agonist,hgDAF12 agonist,GC-A act,SMARCA2 act
C#CCOCCOCCOCCNc1nc(N2CCN(C(=O)Cn3cc(CCCCN)nn3)CC2)nc(N2CCN(C(=O)[C@H](Cc3ccc(O)cc3)n3cc(CCO)nn3)CC2)n1,0.6,0.3,1.8,7,-3,-0.8,-0.2,-0.7,-2.1,1,1
COc1ccc(CN2CCN(C(=O)Cn3c(=O)oc4cc(Cl)ccc43)CC2)c(OC)c1OC,-1.1,0.9,-3.3,1,-6,-1.8,-0.1,-2.1,-4.7,-1,-2
COc1ccc(CC(=O)N/N=C(\C)CC(=O)Nc2ccc(N(C)C)cc2)cc1,-0.3,0.7,0.4,-3,4,-1.4,-0.1,-0.7,0.2,-7,-3
Cc1ccc(CNC(=O)COc2ccc(S(=O)(=O)N3CCOCC3)cc2)cc1,1.3,1.8,-0.8,-2,-3,-0.6,-0.3,0.7,-0.5,3,-2
COc1ccc(N(C)C(=O)CCS(=O)(=O)c2cccc3nsnc23)cc1,0.1,3.3,-0.7,-5,0,-0.5,0.2,0.3,1.0,-16,-2

# Next part
SMILES,DAX1 inh-1,FXN GAA850 act,DAX1 inh-2,NPR2 activator,sPLA2-III inh,ssDAF-12 act,proKLK7 act,hcDAF12 agonist,hgDAF12 agonist,GC-A act,SMARCA2 act
CCOC(=O)NC(=O)CSc1cc(C)c2cc(C)cc(C)c2n1,0.0,1.5,0.4,-6,-7,-1.2,-0.5,-2.3,-2.5,-2,-4
COCCCNc1nc2c(-c3ccc(Cl)cc3)nnn2c2ccccc12,0.7,3.4,-0.3,24,-3,-1.3,-0.7,3.2,-1.4,24,-1
CC(C)N(Cc1ccccc1)C(=O)CN1C(=O)COc2ccc(S(=O)(=O)N3CCCCCC3)cc21,0.9,3.2,-0.1,-4,2,-1.9,0.4,-2.6,-0.2,-9,-1
COc1ccc(S(=O)(=O)N2CCN(C(=S)NC3CCCCC3)CC2)cc1,0.3,2.3,2.2,3,7,-1.4,0.1,-0.7,2.3,-2,0
Cc1c(Br)c([N+](=O)[O-])nn1CCCC(=O)N1CCN(c2ccccc2)CC1,-0.3,-1.9,-0.6,6,-7,-1.5,-0.5,-2.3,-2.1,-1,3
Cc1cc(C)c2[nH]c(O)c(N=NC3=NC(=O)CS3)c2c1,-0.2,1.7,4.3*,1,-22,-0.2,-0.5,-1.6,0.2,-6,-1
CC(C(=O)C12CC3CC(CC(C3)C1)C2)N1CCOCC1 (stereo unspecified),-0.5,0.8,1.4,-7,-5,-1.5,0.0,-1.5,-1.0,1,0
COc1ccc2ccc(C(C)(C(C)=O)C(=O)OC(C)C)cc2c1 (stereo unspecified),-0.6,-0.8,0.7,3,1,-1.1,-0.5,-1.3,0.6,0,1
CN1CCC(N(C)C(=O)COc2ccccc2-c2ccccc2)CC1,-0.6,0.8,-0.6,2,1,-1.3,-0.6,-1.2,-2.3,-1,0
CC1(C)Cc2c(sc(NC(=O)C(=O)NCC3CCCO3)c2C(=O)O)CO1 (stereo unspecified),-0.3,-0.4,-0.1,3,3,-0.7,0.0,-0.3,-0.4,7,-2
CCCN1Cc2cccc(C(=O)N3CCN(c4ccc(OC)cc4)CC3)c2C1=O,-0.2,2.1,0.8,-1,9,-2.2,0.8,0.5,-1.2,4,0
CC(C)(C)N1C(=O)c2ccc(C(=O)NCc3ccco3)cc2C1=O,-0.4,0.2,-1.2,1,-8,-1.1,0.7,-1.5,-0.6,0,-1
COc1ccc(C(=O)OCC(=O)NC2CCCCCCC2)cc1OC,1.9,2.0,-0.5,1,-1,-1.1,0.4,-1.4,0.0,-1,4
COc1ccc2c(c1)C(C)=CC(C)(C)N2S(=O)(=O)c1ccc(C)cc1,1.0,-0.7,2.0,-7,-3,-0.4,0.7,-0.2,-4.5,-16,-3
O=C1C[C@@H]2c3c(cccc3CN1Cc1ccc(Br)cc1)C[C@@H](O)[C@H]2O,0.0,-0.6,0.4,-5,0,-1.0,0.3,-1.4,-0.6,-1,0
COc1cc2c(cc1OC)C(C)N(C(=O)c1cccc([N+](=O)[O-])c1)CC2 (stereo unspecified),-1.3,-3.5,-0.4,2,-1,-1.9,0.8,-1.5,-0.3,-1,-1
O=C(CSc1nc2ccccc2n1CC(=O)N1CCCCC1)N1CCCCC1,0.1,-1.0,1.4,1,2,-0.9,-1.1,-0.3,3.1,0,-3
CC(C)CNC(=O)/C(C#N)=C1\N=C(NC(=O)c2ccco2)c2ccccc21,-0.1,4.0,-0.1,-2,3,-1.4,-0.1,-2.2,1.2,4,-1
CC(C)Nc1ncnc2c1ncn2[C@H]1CN(Cc2ccc(Cl)cc2)C[C@@H](CO)O1,-0.5,0.5,/,0,14,-1.1,-0.1,-1.0,-3.4,-2,-6
Fc1ccc(CN2CC[C@H]3C=CCc4cccc(c43)C2)cc1,-0.3,-1.4,1.1,1,7,-1.3,-0.5,0.0,0.4,-4,0

# Looked up above.
# `COc1ccc(S(=O)(=O)N2CCN(C(=S)NC3CCCCC3)CC2)cc1` in DAX1 inh-2 → 2.2
# `CC1(C)Cc2c(sc(NC(=O)C(=O)NCC3CCCO3)c2C(=O)O)CO1` (stereo unspecified) in hgDAF12 agonist → -0.4
# `CCc1ccccc1N(CC)C(=O)C1CCN(c2ncnc3c2nc2n3CCCCC2)CC1` in NPR2 activator → -8

# More compounds.
SMILES,DAX1 inh-1,FXN GAA850 act,DAX1 inh-2,NPR2 activator,sPLA2-III inh,ssDAF-12 act,proKLK7 act,hcDAF12 agonist,hgDAF12 agonist,GC-A act,SMARCA2 act
CC(C)C[C@H](NC(=O)c1ccccn1)C(=O)N1CCC[C@H]1C(=O)NCc1ccccc1,-0.3,/,/,-1,-2,-0.7,-0.3,-1.3,-0.4,-3,4
CCC1=C(OC(=O)N(CC)CC)N2C(=O)OC(=NCc3ccccc3)[C@]2(C)[C@H]2C1=CC[C@H]1C(=O)N(CC)C(=O)[C@H]12,-0.1,-3.1,1.0,-1,6,-1.6,0.2,-1.4,0.1,0,-1
O=C1OCC(CO)(CO)N=C1NNc1ccccc1[N+](=O)[O-],0.1,6.2,5.2*,0,4,-0.7,-0.2,3.1,3.4,-7,3
CC(=O)Nc1ccc(NC2CCCCC2NS(=O)(=O)c2ccccc2)cc1 (stereo unspecified),2.1,0.2,0.2,-1,8,-1.5,-0.1,-1.2,1.8,1,0

# 2 consecutive entries from above:
SMILES,DAX1 inh-1,FXN GAA850 act,DAX1 inh-2,NPR2 activator,sPLA2-III inh,ssDAF-12 act,proKLK7 act,hcDAF12 agonist,hgDAF12 agonist,GC-A act,SMARCA2 act
Fc1ccc(CN2CC[C@H]3C=CCc4cccc(c43)C2)cc1,-0.3,-1.4,1.1,1,7,-1.3,-0.5,0.0,0.4,-4,0
CC(C)C[C@H](NC(=O)c1ccccn1)C(=O)N1CCC[C@H]1C(=O)NCc1ccccc1,-0.3,/,/,-1,-2,-0.7,-0.3,-1.3,-0.4,-3,4
